CRFR2-BP antag – CRF-BP/CRF-R2 complex antagonism | HEK293 CRF-R2/CRF-BP, CRF-induced calcium fluorescence | inhibition, % at 11.8 µM | 350,000 compounds, 0.59% hits;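 active = inhibition of the ligand-induced calcium signal above about 50% at the single tested concentration, limit read from the data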
FID counter – fluorescent intercalator displacement, NS3 helicase counter-screen. DNA fluorescent intercalator displacement, fluorescence. inhibition, % at 7.9 µM. 290,000 compounds, 0.17% hits. AID 1845; in the data active = inhibition above about 37%;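 also: 0% = vehicle and 100% = reference compound; higher means more ethidium bromide displaced from hairpin DNA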
GalR3 antag – blocks the human galanin receptor 3; HEK293 GalR3-CNG cAMP membrane potential fluorescence; galR3 body fused to GalR1 C-terminus; O60755; AID 651719; inhibition, % at 3 µM; 360,000 compounds, 0.44% hits;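 active = inhibition above the screen-wide average plus 3 SD, cut at about 13% in these data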;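 also: forskolin and galanin both at EC90 stimulate the cells; cAMP rise reported by CNG channel membrane potential dye signal; 0% = forskolin plus galanin with DMSO and 100% = forskolin alone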
Target sequence (O60755 1-299 limits assumed): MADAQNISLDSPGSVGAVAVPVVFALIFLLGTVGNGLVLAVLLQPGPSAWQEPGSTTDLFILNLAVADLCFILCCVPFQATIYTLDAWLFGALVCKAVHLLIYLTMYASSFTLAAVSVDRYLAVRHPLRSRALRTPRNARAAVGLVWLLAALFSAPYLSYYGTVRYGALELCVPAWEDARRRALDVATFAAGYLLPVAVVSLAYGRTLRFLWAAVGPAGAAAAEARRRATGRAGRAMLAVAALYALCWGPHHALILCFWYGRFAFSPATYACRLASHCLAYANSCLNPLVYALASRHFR
SUMO HTRF inh – SUMOylation inhibition. P63279. HTRF SUMOylation assay, SAE1/SAE2 + UBC9, in vitro. inhibition, % at 35 µM. 290,000 compounds, 0.36% hits. AID 2006; in the data active = inhibition above about 50%, passing the limit was not always enough; also: strong numbers were not always called active
MEKK2wt PB1 HTS – raises or lowers MEK5 binding to wildtype human MEKK2 PB1 domain; Q9Y2U5; bead flow cytometry, Alexa488-MEK5 binding to MEKK2 WT; actives lie on both sides; binding response (% of control), % at 10 µM; 290,000 compounds, 1.1% hits; in the data active = binding response below about 67% or above about 130%
CRFR2-BP ag – agonists of human CRF-binding protein/CRF-R2 receptor complex; activation, % at 13.2 µM; HEK293 CRF-R2/CRF-BP, calcium dye fluorescence (FLIPR); percent of saturating CRF peptide response; 350,000 compounds, 0.46% hits; AID 588473;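 active = activation of at least 50%, plus an integration ratio under a set limit after plate pattern correction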;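 also: plate controls were neutral control wells without compound for no effect and CRF at EC100 for full effect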
MEKK2 mut-MEK5 – signal of MEK5 binding to mutant human MEKK2 PB1 domain | bead flow cytometry, Alexa488-MEK5 binding to MEKK2 mutant | AID 1530 | 290,000 compounds, 0.35% hits | percent response, % at 10 µM; in the data active = percent response above about 24%, passing the limit was not always enough; also: inactives centre near 1; some results filed as inactive read as strong as hits
NS3 helicase inh – blocks Hepatitis C virus NS3 helicase unwinding; NS3 helicase DNA unwinding, Cy5 molecular beacon fluorescence; inhibition, % at 10.9 µM; 290,000 compounds, 0.56% hits; AID 1800;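 active = inhibition above the mean of all tested compounds plus 3 SD, set per campaign, cut at about 35% in these data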;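 also: 0% = DMSO wells and 100% = thioflavine S control wells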
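Measured by: Cy5 fluorescence, 0 and 60 min reads / Assay system: NS3 helicase fragment of HCV / Control set: low DMSO, high thioflavine S at 110 µM / Times: 1 h reaction at 25 °C, ATP-initiated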
MEKK3 PB1 HTS – MEKK3-MEK5 PB1 interaction, increase or decrease; bead-based flow cytometry, Alexa488-MEK5 binding to MEKK3; actives lie on both sides; 0 = blocked by unlabeled MEK5, 100 = vehicle; binding response (% of control), % at 10 µM; 290,000 compounds, 1.4% hits; AID 1529;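 active = binding response more than 3 SD above or below the average of its plate-row segment, actives on both sides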;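 also: Alexa488 bead fluorescence after subtracting the streptavidin-only scavenger bead signal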
Target sequence (Q99759 whole entry, looked up): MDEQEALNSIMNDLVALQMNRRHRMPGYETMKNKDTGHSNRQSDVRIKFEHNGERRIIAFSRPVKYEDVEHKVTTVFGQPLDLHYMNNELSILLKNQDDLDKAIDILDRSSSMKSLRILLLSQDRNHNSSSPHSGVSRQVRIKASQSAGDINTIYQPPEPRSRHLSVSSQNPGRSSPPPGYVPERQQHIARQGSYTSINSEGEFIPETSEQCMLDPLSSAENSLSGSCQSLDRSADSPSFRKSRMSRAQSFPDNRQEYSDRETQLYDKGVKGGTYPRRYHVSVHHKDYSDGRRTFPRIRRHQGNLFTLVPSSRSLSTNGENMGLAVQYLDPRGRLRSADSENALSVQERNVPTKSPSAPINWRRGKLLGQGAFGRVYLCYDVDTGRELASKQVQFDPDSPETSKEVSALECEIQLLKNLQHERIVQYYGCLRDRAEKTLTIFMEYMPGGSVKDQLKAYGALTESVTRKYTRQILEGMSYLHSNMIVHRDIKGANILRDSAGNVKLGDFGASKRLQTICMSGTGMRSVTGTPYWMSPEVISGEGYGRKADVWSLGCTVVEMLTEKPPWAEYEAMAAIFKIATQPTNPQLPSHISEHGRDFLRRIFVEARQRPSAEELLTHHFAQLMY
The depositor's hits bear a star; nt = no result given; [ ] = remark or other dose.

#1 Cc1nnc(NC(=O)C2CCCC2)s1
#2 COc1cc(Cl)c(C)cc1NC(=O)[C@@H]1CCCN1C(=O)c1cccs1
#3 COC(=O)Cn1c(=O)oc2ccc(C)cc21
#4 Cn1nnnc1SCCNCc1ccncc1
#5 CNC(=O)C(=O)NCCN1CCN(S(=O)(=O)c2ccc3ccccc3c2)CC1
#6 C/C(N)=C(/C#N)C(=O)CSc1nnc(-c2ccccc2)n1C
#7 Cc1ccc(-c2cccc(NC(=O)C3C4C=CC(C4)C3C(=O)O)c2)o1 (centres undefined)
#8 Cn1c(Cc2ccccc2)nnc1SCC(=O)Nc1ccc2c(c1)OCCO2

compound no.	1	2	3	4	5	6	7	8
SUMO HTRF inh	-9	-8	1	14	9	11	-3	32
NS3 helicase inh	3	11	-3	-1	18	-6	-5	-8
CRFR2-BP ag	-0.4	0.1	0.4	0.0	-0.1	-1.0	-0.1	-4.7
FID counter	-1	-29	7	2	-17	-5	-1	-20
MEKK3 PB1 HTS	105	104	103	111	110	89	78	106
GalR3 antag	-1	14*	2	-6	-4	-4	-6	nt
MEKK2wt PB1 HTS	107	107	96	107	108	92	87	107
MEKK2 mut-MEK5	5	4	-10	5	1	-13	-14	7
CRFR2-BP antag	-21	-10	6	2	10	18	-24	13

#9 Cc1ccc(C)c2[nH]c(=O)c(CN(Cc3ccco3)S(=O)(=O)c3ccc4c(c3)OCCO4)cc12
#10 Cc1c2c(nc3ccccc13)CCC(C)C2 (centres undefined)
#11 c1ccc(CN2CCN(c3nc(-c4ccccn4)nc4ccccc34)CC2)cc1
#12 CCCCc1cc(=O)oc2cc(OCC(=O)N(CC)CC)ccc12
#13 Cc1ccccc1OCC(=O)Nc1ccccc1-c1ccccc1NC(=O)COc1ccccc1C
#14 CCCC(=O)NC(c1ccco1)c1cc([N+](=O)[O-])c2cccnc2c1O (centres undefined)
#15 Cc1ccc(CN(C(=O)c2csnn2)C(C(=O)NC2CCCC2)c2ccco2)cc1 (centres undefined)
#16 COc1ccc(C(=O)N2CCN(C(C)=O)CC2)cc1S(=O)(=O)NCc1ccc(Cl)cc1

compound no.	9	10	11	12	13	14	15	16
SUMO HTRF inh	-1	16	-8	9	-14	7	-10	6
NS3 helicase inh	-19	-5	-30	3	2	9	6	-2
CRFR2-BP ag	6.8	1.9	1.0	-0.7	-0.1	-2.0	0.5	-2.0
FID counter	-29	3	-7	-10	5	-3	-35	-9
MEKK3 PB1 HTS	99	90	107	107	101	99	101	103
GalR3 antag	-5	0	-6	-4	-3	-1	-8	0
MEKK2wt PB1 HTS	93	88	108	101	100	91	97	103
MEKK2 mut-MEK5	1	-14	3	4	-3	-13	5	2
CRFR2-BP antag	-59	-12	3	-8	8	-10	0	9

#17 CCOC(=O)Cc1csc(SCC(=O)Nc2cccc(C#N)c2)n1
#18 COCCNC(=O)C(=O)NCC1OCCCN1S(=O)(=O)c1cccs1 (centres undefined)
#19 c1ccc(CSC2=NCCCN2)cc1
#20 Cc1ccc(-c2nc(N)n(S(=O)(=O)c3ccc(C)cc3)n2)cc1
#21 O=c1oc(-c2ccccc2F)nc2c1cnn2-c1ccccc1
#22 CCc1ccc(/C=C2\C(=N)N3N=C(CC(=O)N4CCCCC4)SC3=NC2=O)cc1
#23 COc1cc(C(=O)N2CCN(C(=O)CC(C)C)CC2)cc(OC)c1OC
#24 O=C(NCCCn1ccnc1)c1ccco1

compound no.	17	18	19	20	21	22	23	24
SUMO HTRF inh	11	-9	7	-8	12	nt	-5	4
NS3 helicase inh	1	1	2	-10	5	13	-10	-8
CRFR2-BP ag	-1.4	0.1	-0.5	2.4	5.1	1.6	-0.7	-1.6
FID counter	-5	-2	-1	-2	-3	-34	-7	4
MEKK3 PB1 HTS	100	105	113	92	108	100	102	90
GalR3 antag	-4	1	-5	-1	2	1	2	-3
MEKK2wt PB1 HTS	103	106	109	91	105	101	102	90
MEKK2 mut-MEK5	-4	1	4	-14	4	3	2	-10
CRFR2-BP antag	0	-6	19	-16	-2	5	13	0

The final four records of the part before are carried over, then new ones follow:
#21 O=c1oc(-c2ccccc2F)nc2c1cnn2-c1ccccc1
#22 CCc1ccc(/C=C2\C(=N)N3N=C(CC(=O)N4CCCCC4)SC3=NC2=O)cc1
#23 COc1cc(C(=O)N2CCN(C(=O)CC(C)C)CC2)cc(OC)c1OC
#24 O=C(NCCCn1ccnc1)c1ccco1
#25 COc1ccc(NC(=O)Cn2nnc(-c3ccccc3F)n2)cc1Cl
#26 CC(CCc1ccccc1)NC(=O)CSc1nccc(=O)[nH]1 (centres undefined)
#27 CC(C)c1ccc(/C=N/NC(=O)c2cccc(Cl)c2)cc1
#28 Cc1ccccc1NC(=O)c1ccc2snnc2c1
#29 O=C1c2ccccc2C(=O)N1c1ccc(S(=O)(=O)N2CCN(c3ccccc3)CC2)cc1
#30 Cc1cc(C)c(S(=O)(=O)c2ccc(Cl)cc2C)c(Cl)n1
#31 COc1ccc(OC)c(NC(=O)CC(NCCC2=CCCCC2)C(=O)O)c1 (centres undefined)
#32 O=C1C=C(c2cccc3c2oc2ccccc23)CCC1

compound no.	21	22	23	24	25	26	27	28	29	30	31	32
SUMO HTRF inh	12	nt	-5	4	-6	14	-38	5	-4	17	-3	nt
NS3 helicase inh	5	13	-10	-8	-7	-4	-13	19	9	-1	-5	nt
CRFR2-BP ag	5.1	1.6	-0.7	-1.6	2.7	-3.0	2.4	-2.2	-0.7	1.0	nt	-2.9
FID counter	-3	-34	-7	4	-2	-3	-8	0	0	-14	0	nt
MEKK3 PB1 HTS	108	100	102	90	98	109	101	100	84	101	101	106
GalR3 antag	2	1	2	-3	-6	1	-1	nt	-3	2	nt	-4
MEKK2wt PB1 HTS	105	101	102	90	100	110	98	100	91	99	101	99
MEKK2 mut-MEK5	4	3	2	-10	2	13	1	-1	-16	-4	4	2
CRFR2-BP antag	-2	5	13	0	0	0	-9	20	-5	22	nt	-11

#33 COc1ccc(CCNC(=O)C2CCCN(c3nc4ccccc4s3)C2)cc1OC (centres undefined)
#34 CC1=C(C)CC(C(=O)NC(C)CCc2ccccc2)C(C(=O)O)C1 (centres undefined)
#35 CCOC(=O)c1cc(C#N)c(SC)nc1C
#36 CC(C(=O)N1CCN(Cc2ccccc2)CC1)n1ncn2cccc2c1=O (centres undefined)
#37 CN(N=Nc1cccc([N+](=O)[O-])c1)c1ccccc1
#38 CCOc1cc(C(=S)N2CCCCC2)ccc1OCC(=O)NCc1ccccc1
#39 CN1C(=O)CC(c2cn(Cc3ccccc3)c3ccccc23)C1=O (centres undefined)
#40 Cc1ccc(S(=O)(=O)Nc2nc3ccccc3nc2NCc2ccc3c(c2)OCO3)cc1C

compound no.	33	34	35	36	37	38	39	40
SUMO HTRF inh	11	4	7	3	13	3	-23	-12
NS3 helicase inh	-14	-14	8	3	4	13	6	0
CRFR2-BP ag	0.7	-0.9	-1.7	-4.6	0.3	-0.3	2.2	-2.5
FID counter	-54	-2	-8	-5	0	-31	-17	-4
MEKK3 PB1 HTS	101	101	86	101	110	75*[inhibitor]	90	97
GalR3 antag	-5	-4	1	nt	-11	-4	10	4
MEKK2wt PB1 HTS	94	97	84	98	109	87	93	112
MEKK2 mut-MEK5	-7	-3	-18	-1	12	-8	-12	0
CRFR2-BP antag	7	-8	-9	23	-2	-36	3	12

#41 CC(=O)Nc1cccc(Nc2nc(-c3cccs3)nc3ccccc23)c1
#42 CC1=C(C(=O)NCCN2CCOCC2)C2(CCC(C)CC2)OC1=O (centres undefined)
#43 Cc1c(Cl)cccc1-n1c(SCC(=O)N2CCC(C(=O)O)CC2)nc2ccccc2c1=O
#44 COc1ccc(C(=O)NN=C2CCCC2)cc1
#45 Cc1ccc(C(=O)Nc2ccccc2-c2ccccc2)cc1S(=O)(=O)Nc1cccc(C)c1C
#46 COc1ccccc1N(CC(O)Cn1nc(C)cc1C)S(=O)(=O)c1ccccc1 (centres undefined)
#47 Cc1c(NC(=O)CSc2cccc3cccnc23)c(=O)n(-c2ccccc2)n1C
#48 CCC(=O)N1c2ccc(S(=O)(=O)N3CCCC3)cc2CC1C (centres undefined)

compound no.	41	42	43	44	45	46	47	48
SUMO HTRF inh	24	11	-9	-2	-14	9	-14	7
NS3 helicase inh	-31	1	12	3	-13	-27	3	-4
CRFR2-BP ag	-0.2	1.4	1.0	3.5	2.3	0.3	-0.3	-0.3
FID counter	-2	-1	-36	-16	-19	-16	-13	-4
MEKK3 PB1 HTS	101	102	104	101	106	99	100	96
GalR3 antag	-9	nt	-5	-4	0	-2	-1	2
MEKK2wt PB1 HTS	109	105	103	99	95	99	99	94
MEKK2 mut-MEK5	4	3	0	3	0	6	-4	0
CRFR2-BP antag	-19	9	5	10	-12	-17	-3	-2

#49 Cc1noc(C)c1S(=O)(=O)N(CC(=O)NCc1ccc(Cl)cc1)c1ccc2c(c1)OCO2
#50 O=C(O)c1cccc(CN2C(=O)c3ccccc3C2=O)c1
#51 CCOc1cc2c(cc1OC)C(NC(=O)c1ccco1)CC2=O (centres undefined)
#52 O=S(=O)(NCc1ccncc1)c1ccc(S(=O)(=O)NCC2CCCO2)cc1 (centres undefined)
#53 O=C(NC1CCCCC1)N1CCc2ccccc21
#54 Cc1cc(C)n(CC(=O)N/N=C/c2cccs2)n1

compound no.	49	50	51	52	53	54
SUMO HTRF inh	15	11	3	3	15	-13
NS3 helicase inh	-9	-4	-6	0	-7	2
CRFR2-BP ag	1.2	-0.4	0.3	-0.3	-0.1	-0.1
FID counter	-3	-9	-6	-4	-3	-2
MEKK3 PB1 HTS	103	101	95	104	97	119
GalR3 antag	0	3	17*	6	-3	-1
MEKK2wt PB1 HTS	100	103	97	103	100	106
MEKK2 mut-MEK5	3	4	2	0	1	-1
CRFR2-BP antag	-3	-16	0	7	-8	-1

Structures listed above marked active in MEKK3 PB1 HTS:
No.	smiles	SUMO HTRF inh	NS3 helicase inh	CRFR2-BP ag	MEKK3 PB1 HTS	GalR3 antag	MEKK2wt PB1 HTS	MEKK2 mut-MEK5	CRFR2-BP antag
38	CCOc1cc(C(=S)N2CCCCC2)ccc1OCC(=O)NCc1ccccc1	3	13	-0.3	75*[inhibitor]	-4	87	-8	-36

Assay outcomes from PubChem.

The list is partial; rates above refer to the full screens.
